# CHT allo act = allosterically activates the human high affinity choline transporter; Q9GZV3; CHT-expressing cells, membrane potential dye, choline EC20; stronger effect = higher value; LV-AA mutant CHT in HEK293 cells; B-score at 10 µM; 310,000 compounds, 0.49% hits;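 active = initial fluorescence not abnormally high and integrated response B-score, plate-corrected, over 3 SD above library mean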
# Target sequence (Q9GZV3 whole entry, looked up): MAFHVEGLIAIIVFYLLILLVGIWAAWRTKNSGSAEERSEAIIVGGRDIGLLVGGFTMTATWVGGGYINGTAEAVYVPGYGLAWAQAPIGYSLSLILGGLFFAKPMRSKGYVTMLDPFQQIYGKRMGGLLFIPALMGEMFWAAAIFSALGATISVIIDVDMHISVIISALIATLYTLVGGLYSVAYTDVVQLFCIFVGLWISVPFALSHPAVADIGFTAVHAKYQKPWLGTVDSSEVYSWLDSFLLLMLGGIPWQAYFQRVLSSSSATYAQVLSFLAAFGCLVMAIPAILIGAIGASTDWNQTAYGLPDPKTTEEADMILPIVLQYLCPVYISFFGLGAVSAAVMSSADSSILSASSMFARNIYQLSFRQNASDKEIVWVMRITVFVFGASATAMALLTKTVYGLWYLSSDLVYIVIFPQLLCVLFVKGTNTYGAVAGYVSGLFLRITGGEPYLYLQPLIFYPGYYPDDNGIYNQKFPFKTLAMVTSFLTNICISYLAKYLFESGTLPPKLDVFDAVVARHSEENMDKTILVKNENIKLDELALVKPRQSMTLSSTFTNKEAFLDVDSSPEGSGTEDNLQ
# CHT block = human CHT choline transport inhibition; Q9GZV3; CHT-expressing cells, membrane potential dye, choline response; stronger effect = lower value; B-score at 10 µM; 310,000 compounds, 0.86% hits;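 active = B-score over 3 SD under the library average, and starting fluorescence ratio not unusually high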;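 note: choline stimulus applied at its EC90 after an EC20 pre-addition; B-score computed on integrated fluorescence ratio after choline addition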
# * hit, by the source's call; i = inactive.
SMILES,CHT allo act,CHT block
CCOC(=O)C(=O)Nc1ccccc1C(=O)OCC,i,i
CCCn1c(=O)c(C(=O)Nc2c(C)n(C)n(-c3ccccc3)c2=O)c(O)c2ccccc21,i,i
CC(=O)Nc1ccccc1OCc1nnc(-c2cccs2)o1,i,i
NS(=O)(=O)c1cc(C2(O)NC(=O)c3ccccc32)ccc1Cl (centres undefined),i,i
O=C(c1ccco1)N1CCN(S(=O)(=O)c2ccccc2[N+](=O)[O-])CC1,i,i
CC1CC1c1ccc(/C=C(\C#N)C(=O)Nc2ccc(Cl)cc2)o1 (centres undefined),i,i
COc1ccc(NC(C)=O)cc1S(=O)(=O)N1CCc2ccccc21,i,i
COc1ccc(Cl)cc1N(CC(=O)N(C)C)S(=O)(=O)c1ccc(C)c([N+](=O)[O-])c1,i,i
COc1ccc(NC(=O)CCCn2c(=O)[nH]c3ccccc3c2=O)cc1,i,i
Cc1ccc(C(=O)OCCc2sc[n+](Cc3ccccc3)c2C)cc1,i,i
Nc1nc(SCc2ccccc2)c2[nH]cnc2n1,i,i
COc1ccc(-n2c(-c3cnccn3)n[nH]c2=S)cc1,i,i
Cc1cc(C)n(CCCNC(=O)c2cc(COc3ccc(C)c(C)c3)on2)n1,i,i
Cn1nnnc1SCCOc1ccc(C#N)cc1,i,i
COc1cc(/C=C2/C(=O)NN(c3ccc(F)cc3)C2=O)cc(Cl)c1O,i,-4.9*
COc1ccc(OC)c(NC(=O)C2C3CCC(O3)C2C(=O)O)c1 (centres undefined),i,i
COc1ccc(Br)cc1CNc1ccc(S(N)(=O)=O)cc1,i,i
O=C(CSc1c[nH]c2ccccc12)NCc1ccc2c(c1)OCO2,i,i
COc1ccccc1CN1CCNC(=O)C1CC(=O)N(C)CC1CCOCC1 (centres undefined),i,i
COc1ccccc1C1(CC(=O)N2CCOCC2)CCOC(C(C)C)C1 (centres undefined),i,i
CCOc1ccccc1C1C(C(N)=O)=C(C)Nc2nc(-c3ccc(OC)cc3)nn21 (centres undefined),i,i
O=C(COC(=O)C1CC(=O)N(c2ccccc2)C1)c1ccccc1 (centres undefined),i,i
O=S1(=O)CC/C(=N/Nc2ccc(C(F)(F)F)cn2)c2cc(F)ccc21,i,i
Cc1nc2ccccn2c1-c1ccnc(SCc2ccc(Cl)cc2)n1,i,i
CCC(C(=O)Nc1cc(Cl)ccc1OC)c1ccccc1 (centres undefined),i,i
# Later entries:
SMILES,CHT allo act,CHT block
CCCn1c(SCC(=O)N2CCN(c3ccc(OC)cc3)CC2)nc2c1c(=O)n(C)c(=O)n2C,i,i
COc1ccccc1OCC(=O)Nc1ccc(-c2nnc(-c3ccco3)o2)cc1,i,i
Cc1ccc(N(C)C(=O)c2cc(S(=O)(=O)N3CCCC3)cn2C)cc1,i,i
COc1cccc(OC)c1C(=O)Nc1nnc(-c2ccc(F)cc2)s1,i,i
Cn1c(CN2CCCC2)nc2cc(NC(=O)c3ccc(Cl)cc3)ccc21,i,i
COc1ccc(NC(=O)Nc2cc(C(C)(C)C)on2)cc1OC,i,i
O=C(NC(Cc1ccccc1)C(=O)O)/C(=C\c1ccc(F)cc1)NC(=O)c1ccco1 (centres undefined),i,i
Cc1cccc(N(CC(=O)N2CCN(c3ccc(F)cc3)CC2)S(C)(=O)=O)c1C,i,i
CCN1CCCC1CNC(=O)CS(=O)(=O)Cc1nc(-c2ccccc2C)oc1C (centres undefined),i,i
Cn1c(-c2ccccc2)cnc1SCC(=O)N1CCCc2ccccc21,i,i
Cc1ccc(S(=O)(=O)N2CCC(C(=O)N[C@@H](C)C(=O)NCC3CCCO3)CC2)cc1 (some centres undefined),i,i
Cc1ccc(OC(C)C(=O)N2CCc3ccccc32)cc1 (centres undefined),i,i
COc1ccccc1C(=O)NNC(=O)c1ccc(NC(=O)CC(C)C)cc1,i,i
Cc1cccc(C(=O)NC(=S)NNC(=O)c2cccs2)c1,i,-10*
O=C(c1nc2ccccn2c1CN1CCN(c2ccccc2O)CC1)N1CCCC1,i,i
COc1ccc(CN(C)CC(O)COc2ccc(C(=O)c3ccccc3)cc2)c(OC)c1OC (centres undefined),i,i
CC(C)(C)C(=O)N=C1SC2CS(=O)(=O)CC2N1c1ccc2c(c1)OCO2 (centres undefined),i,i
Cc1cc(=O)oc2c1ccc1oc(/C(=N/O)c3ccccc3)c(C)c12,i,i
Cc1nc2ccccc2c(=O)n1Nc1cccc(Cl)c1,i,i
CCOC(=O)c1cc(-c2ccc(OC)cc2)n[nH]1,i,i
O=C1C(Cc2ccccc2O)NC(=S)N1c1ccccc1 (centres undefined),i,i
O=S1(=O)C=CC(N2CCOCC2)C1 (centres undefined),i,i
Cc1cccc(OCC(=O)Nc2sc3c(c2C#N)CCC3)c1,i,i
COC(=O)c1c(N)n(CCCN2CCOCC2)c2nc3ccccc3nc12,i,i
COc1ccc(C2(CNC(=O)c3ccc(C)cc3)CCOCC2)cc1,i,i
# Further structures follow:
SMILES,CHT allo act,CHT block
Cc1nnc(SC2CC(=O)N(c3ccccc3)C2=O)s1 (centres undefined),i,i
Cn1c(SCC(=O)Nc2ccccc2)nc(O)cc1=O,i,i
Nc1nc(SCC(=O)Nc2ccc(Cl)c(S(=O)(=O)N3CCOCC3)c2)n[nH]1,i,i
COc1ccc(/C=C/C(=O)c2ccc(OC)cc2OC)cc1,i,i
Cn1cc(S(=O)(=O)N2CCCC2)cc1C(=O)NCc1ccccc1Cl,i,i
CCc1ccccc1NC(=O)CN(C)C(=O)Cn1ncc(Cl)c(Cl)c1=O,i,i
Cc1nc(C)c(C)nc1C,i,i
C[C@@]12CCC3[C@@](CC[C@@H]4[C@](C)(C(=O)O)CCC[C@@]34C)(C[C@H]1O)C2 (some centres undefined),i,i
Cc1nc2n(n1)CC(O)CS2 (centres undefined),i,i
COc1ccc(-c2ccc(OC)c([C@H]3[C@H]4C=CC[C@@H](C)[C@@H]4C(=O)N3Cc3ccccc3)c2)cc1,i,i
O=C(NC1CCCCC1)N1CCCC(c2nc3ccccc3[nH]2)C1 (centres undefined),i,i
Cc1cccc(NC(=O)c2nc[nH]c2C(=O)N[C@@H](CC(C)C)C(=O)OCc2ccccc2)c1,i,i
O=C(NC(NC(=S)Nc1c(Cl)cccc1Cl)C(Cl)(Cl)Cl)c1cccc([N+](=O)[O-])c1 (centres undefined),i,i
COc1cc(SC)ccc1C(=O)N(CC(=O)Nc1ccccc1Br)Cc1ccco1,i,i
COc1ccc(CC2SC(N)=NC2=O)cc1 (centres undefined),i,i
COc1ccc(NC(=O)CN2C(=O)CSC(C)C2=O)c(OC)c1 (centres undefined),i,i
CCN1CCN(C(=S)c2ccc(OCC(=O)N3CCOCC3)cc2)CC1,i,i
NC(=O)c1ccccc1NC(=O)c1ccoc1,i,i
CCOc1ccc(NC(=O)N2CCC(n3nnc4cc(C)ccc43)CC2)cc1,i,i
CCN(CC(=O)Nc1ccc(NC(C)=O)cc1)C(=O)c1ccc(NC2CC2)c([N+](=O)[O-])c1,i,i
CCOC(=O)c1cncc(C#CCO)c1,i,i
COc1cccc(-c2cc(C(=O)N3CCCc4ccccc43)no2)c1,i,i
CC1(C)Cc2c(cnn2-c2ccc(F)cc2)C(NC(=O)CN2CCCC2=O)C1 (centres undefined),i,i
Cc1csc(=O)n1CCC(=O)OCC(=O)Nc1ncc(Cl)cc1Cl,i,i
CCc1cnccc1CCC(=O)Nc1ccccc1C,i,i
# Continued.
SMILES,CHT allo act,CHT block
O=CN1CCN(CC(O)Cn2c3ccccc3c3ccccc32)CC1 (centres undefined),i,i
CS(=O)(=O)OCCCCOS(C)(=O)=O,i,i
Cc1ccc(N(C(=O)C2CCC(=O)N2)C2(C(=O)NC3CCCC3)CCCCC2)cc1 (centres undefined),i,i
c1cnn(-c2cc(N3CCOCC3)ncn2)c1,i,i
CC1CCCCN1S(=O)(=O)c1ccc2c(c1)CCN2C(=O)C1CCC1 (centres undefined),i,i
O=c1[nH]c(C2CCN(S(=O)(=O)c3ccc([N+](=O)[O-])cc3)CC2)nc2c1nnn2Cc1ccccc1,i,i
O=C(C1CCN(S(=O)(=O)Cc2ccccc2)CC1)N1CCCc2ccccc21,i,i
CC12CCC(C(=O)Nc3nccs3)(OC1=O)C2(C)C (centres undefined),i,i
Cc1nc(=O)c(-c2ccccc2)c(C)n1-c1ccc(C(=O)O)cc1,i,i
COC(=O)CC1C(=O)NCCN1C(=S)Nc1ccc(F)cc1 (centres undefined),i,i
Cc1ccc(-n2nc3c(=O)n(CCCC(=O)NCCc4ccccc4)nc(C)c3c2C)cc1,i,i
COC(=O)c1cc(-c2ccc(F)cc2)n(-c2ccccc2)n1,i,i
CC(=O)NC(CC(=O)Nc1nc(-c2ccc(N(C)S(C)(=O)=O)cc2)cs1)c1ccccc1 (centres undefined),i,i
O=C(NCCc1c[nH]c2ccccc12)C(=O)NCC(c1ccco1)N1CCN(c2ccc(F)cc2)CC1 (centres undefined),i,i
Cc1cccc(OC2(c3ccccc3)OC(=O)c3ccccc32)c1C (centres undefined),i,i
COc1ccc(S(=O)(=O)N2CCOC2CNC(=O)C(=O)NCc2ccncc2)cc1C (centres undefined),i,i
Cc1nnc(NC(=O)c2c(-c3ccccc3Cl)noc2C)s1,i,i
N#Cc1cccc(S(=O)(=O)Nc2c(NC3CCCCC3)c3ccccc3oc2=O)c1,i,i
Cc1nnc(CN(C)C(=O)CC2C(=O)NCCN2Cc2ccccc2C)o1 (centres undefined),i,i
COc1ccc(NC(=S)NCCc2ccc(Cl)cc2)c(OC)c1,i,i
O=C(COc1cc(=O)n2c(n1)SCCC2)c1ccccc1,i,i
O=S(=O)(c1ccccc1)c1nc(Cc2ccccc2)oc1N1CCOCC1,i,i
O=C(Nc1nc(-c2cccs2)c(C(=O)C(F)(F)F)s1)c1ccco1,i,-5.2*
CC1CCCN(S(=O)(=O)CCNC(=O)c2ccccc2)C1 (centres undefined),i,i
CC(C)C(O)(CC#CCN1CCCC1)c1ccccc1 (centres undefined),i,i
# Other results follow:
SMILES,CHT allo act,CHT block
O=S(=O)(Oc1ccccc1)c1cccnc1,i,i
O=C(NCc1ccccc1)/C(=N\O)c1ccccc1,i,i
CCN1/C(=C/C=C/c2oc3ccc(-c4ccccc4)cc3[n+]2CC)Oc2ccc(-c3ccccc3)cc21,i,i
O=C(O)CCc1nc(-c2ccccc2Cl)no1,i,i
COc1ccc(CCNC(=O)Cc2c(Cl)cccc2Cl)cc1,i,i
O=C(c1ccc(F)cc1)N1CCCC(C(=O)N2CCCCC2)C1 (centres undefined),i,i
CC1=C(C(=O)Nc2ccccc2F)C(c2ccsc2)C2=C(CC(C)(C)CC2=O)N1 (centres undefined),i,i
Cn1cc(CN2CCCC(CO)(Cc3ccccc3)C2)c2ccccc21 (centres undefined),i,i
Cc1ccc(F)cc1NC(=O)CN1CCN(c2ccccn2)CC1,i,i
COc1ccc(C(=O)NC2CCN(C(=S)NCCc3ccccc3)CC2)cc1,i,i
CCc1nc2ccc(C(=O)NCCc3ccc(OC)c(OC)c3)cc2nc1CC,i,i
Cc1cccc(C)c1NC(=O)N1CCC(c2nc3ccccc3o2)CC1,i,i
Cc1cc(C)n2nc(CNS(=O)(=O)c3ccc([N+](=O)[O-])cc3)nc2n1,i,i
CC(C)(C)c1cc(NC(=O)c2ccco2)n(-c2ccccc2)n1,i,i
COc1cc([N+](=O)[O-])cc(/C=N/NC(=O)c2cncc(Br)c2)c1O,i,i
O=C(NCc1cccc(Br)c1)C1CC(c2ccccc2[N+](=O)[O-])=NO1 (centres undefined),i,i
CCn1c(SCC(=O)NCc2ccccc2)nc2nc3c(cc2c1=O)CCCC3,i,i
CC(C)CNC(=O)CN(C)S(=O)(=O)c1ccc(F)cc1,i,i
COc1ccc(CNC(=O)C[C@H]2C(=O)N(Cc3ccccc3)C[C@@H]2Cc2ccccc2)cc1,i,i
COc1cc(C(=O)Nc2ccc(C)cc2C(NCC(=O)NN)c2ccccc2)cc(OC)c1OC (centres undefined),i,i
O=Cc1ccc(OCC(=O)NCC2CCCO2)cc1 (centres undefined),i,i
CCOC(=O)C1CCN(S(=O)(=O)c2ccc3c(c2)NC(=O)C(C)S3)CC1 (centres undefined),i,i

# Bioassay records from PubChem.
